# Glyco luc inh – increase of ERlucT glycosylation luciferase signal, primary screen, N-linked glycosylation inhibitor project, D54 ERlucT cells, luminescence, set 2 | D54 ERlucT glycosylation luciferase reporter, 24 h; percent of 100 nM tunicamycin response | reporter increase, % at 12.5 µM | hit rate 0.23% among 360,000 | AID 588692, 2011;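 active means mean luciferase reporter signal, scaled so untreated is 0 and the glycosylation-blocking control 100, at or above a set limit in every replicate; inconclusive means mean reaches the limit but not every replicate does; inactive means mean below the limit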;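 further: luciferase carries N-glycosylation sites so blocking glycosylation raises the light; 0% = median of neutral control wells and 100% = median of 100 nM tunicamycin wells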
# Cardio protect – cardioprotection against H2O2-induced cell death, primary screen, uHTS, H9c2 cells, ATPLite luminescence; hit rate 0.63% among 360,000; protection from H2O2 cell death, % at 20 µM; H9c2 cardiomyocytes, H2O2 injury protection, 2 h;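 active means compounds giving at least 50% protection of heart cells from peroxide-induced death in the single-dose screen, raw or plate-pattern-corrected value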;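 further: 0% = DMSO wells with peroxide and 100% = DMSO wells without peroxide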
# Vif inh – HIV Vif self-association inhibitors, primary screen, imaging, HEK293T, single point; AID 602346, 2012; HEK293T cells, Vif self-association by quenched fluorescence, 24 h; hit rate 0.35% among 340,000; inhibition, % at 7.49 µM; in the data active means inhibition above about 50%, passing the limit was not always enough; inconclusive means no clear call, values can overlap the other calls; inactive means below about 31%; further: some results filed as inactive read as strong as hits
# HTR2A ag – mouse Htr2a agonists via beta-arrestin recruitment, primary screen, cell-based, luminescence; hit rate 0.66% among 360,000; CHO-K1 mHTR2A beta-arrestin complementation; percent of 30 µM serotonin response; activation, % at 7.6 µM; AID 624169, 2012;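 active means activation above a run cutoff, the mean activation of all tested compounds plus 3 SD, cut at about 14% in these data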;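 further: 0% = plate median of compound wells and 100% = 30 µM serotonin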
# Target sequence (P35363 whole entry, looked up): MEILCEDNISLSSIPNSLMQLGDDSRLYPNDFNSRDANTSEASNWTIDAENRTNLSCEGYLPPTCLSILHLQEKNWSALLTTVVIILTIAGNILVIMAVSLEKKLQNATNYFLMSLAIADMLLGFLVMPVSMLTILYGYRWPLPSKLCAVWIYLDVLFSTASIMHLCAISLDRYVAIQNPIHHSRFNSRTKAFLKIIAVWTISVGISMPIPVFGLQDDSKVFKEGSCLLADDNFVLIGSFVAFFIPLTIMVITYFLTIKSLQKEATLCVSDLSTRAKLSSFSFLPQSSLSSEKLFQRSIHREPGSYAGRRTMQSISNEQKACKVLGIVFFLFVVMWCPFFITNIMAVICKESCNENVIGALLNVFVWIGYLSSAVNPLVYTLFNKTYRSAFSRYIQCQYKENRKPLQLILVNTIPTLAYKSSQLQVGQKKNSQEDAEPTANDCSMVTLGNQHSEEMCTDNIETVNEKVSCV
# ABCB6 inh MLPCN – ABCB6 transporter inhibitors, primary screen, K562-ABCB6 cells, flow cytometry, MLPCN library; ATP-binding cassette sub-family B member 6 (Homo sapiens), Q9NP58; K562-ABCB6 porphyrin accumulation, 1 h; stronger effect = lower value; fluorescence ratio to DMSO, % at 10 µM; hit rate 0.19% among 360,000;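 active means fluorescence ratio to DMSO below 75%, the collection mean minus 3 SD; inconclusive means too few cells collected in the well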;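 further: signal is porphyrin accumulated inside mitochondria; 100% equals median channel fluorescence of DMSO control wells; lower ratio means ABCB6 inhibition with less porphyrin fluorescence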
# PDI inh – inhibitors of human PDI, primary screen, biochemical, turbidity, single point, plate reader | Protein disulfide-isomerase (Homo sapiens), P07237 | PDI insulin aggregation turbidity, A650, 90 min | inhibition, % at 10 µM | hit rate 0.052% among 350,000 | AID 588391, 2011;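 active means mean inhibition across replicates of 30% or more, whatever share of single replicates reach that level; inconclusive means mean inhibition below 30% while every single replicate reaches 30%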;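 further: absorbance from insulin aggregation driven by PDI reduction with DTT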
# Target sequence (P07237 whole entry, looked up): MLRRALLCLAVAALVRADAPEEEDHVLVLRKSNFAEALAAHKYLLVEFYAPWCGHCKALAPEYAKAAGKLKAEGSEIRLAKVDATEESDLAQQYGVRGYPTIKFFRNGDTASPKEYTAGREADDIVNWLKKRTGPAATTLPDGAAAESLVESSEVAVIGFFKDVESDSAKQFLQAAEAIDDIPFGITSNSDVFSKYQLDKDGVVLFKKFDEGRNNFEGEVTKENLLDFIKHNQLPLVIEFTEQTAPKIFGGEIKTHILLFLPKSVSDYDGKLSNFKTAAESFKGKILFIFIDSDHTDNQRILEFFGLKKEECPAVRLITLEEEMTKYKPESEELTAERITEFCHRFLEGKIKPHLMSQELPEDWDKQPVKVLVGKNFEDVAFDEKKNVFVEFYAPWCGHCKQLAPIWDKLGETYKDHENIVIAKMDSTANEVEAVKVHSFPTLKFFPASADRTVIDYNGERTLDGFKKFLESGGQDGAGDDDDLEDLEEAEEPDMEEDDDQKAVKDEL
# Exocytosis inh – LAMP-1 surface exposure blockers, TALL-104 cells – cell-based, flow cytometry, MLPCN library, primary screen; TALL-104 LAMP-1 surface exposure; cells stimulated with thapsigargin and PMA; inhibition, % at 10 µM; hit rate 0.66% among 360,000;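 active means inhibition above about 55%, limit read from the data; inconclusive means no clear call, values can overlap the other calls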
# CaV13 FRET inh – Disruptors of the CACNA1D IQ motif to Ca2+-dependent inactivation inhibitor domain association, primary screening, Förster resonance energy transfer in intact living … | inhibition, % at 12.3 µM | HEK cells, CFP/YFP FRET ICDI-IQ, plate reader, 10 min; percent FRET-ratio fall versus neutral wells | AID 743397 | hit rate 0.098% among 340,000;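 active means mean replicate inhibition of at least 30% and at least 1% of replicates passing that level; inconclusive means only one of the two criteria is met; inactive means neither criterion is met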;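 further: 0% = median of the neutral control wells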
# aDG glyco up – activators of alpha-DG glycosylation, primary screen, uHTS, Pro5-aDG cells, AlphaScreen; alpha-DG glycosylation AlphaScreen (IIH6); 0% Pro5, 100% B10-LARGE cell signal; activation, % at 10 µM; hit rate 0.22% among 360,000; AID 624168, 2012;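 active means activation of at least 8% versus controls, or a plate z-score of at least 8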;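 further: Pro5 are CHO cells carrying HIG-tagged alpha-DG that lacks glycosylation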
# hiPSC survival – enhancers of single-cell hiPSC survival, primary screen, ATPlite luminescence. survival enhancement, % at 20 µM. AID 602274, 2012. 100% = ROCK inhibitor wells, 0% = DMSO. hit rate 0.044% among 360,000; in the data active means survival enhancement above about 18%;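 further: cells exposed to compounds for 16 hours before the ATP read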
# * hit, by the source's call; i = inactive; u = inconclusive; x = not tested or not shown.
SMILES,Glyco luc inh,Cardio protect,Vif inh,HTR2A ag,ABCB6 inh MLPCN,PDI inh,Exocytosis inh,CaV13 FRET inh,aDG glyco up,hiPSC survival
COC(=O)CNC(=O)c1cc(OC)cc(OC)c1,0.4,-4.0,3.1,-3.4,98.0,-0.2,6.7,-6.7,0.4,0.2
CCC1(c2ccc(F)cc2)NC(=O)N(CC(=O)N2c3ccccc3NC(=O)C2(C)C)C1=O (stereo not given),-1.8,2.5,-0.3,-1.8,103.0,2.8,-4.3,-4.3,0.0,-0.1
CC1(C)COC(c2cccc(C3=NC(C)(C)CO3)n2)=N1,-0.4,5.2,-1.2,1.9,107.0,-2.8,-1.8,-2.8,0.1,2.8
COCc1cc(/C=N\NC(=O)COc2ccc(Cl)cc2)ccc1OC,-0.4,6.0,2.6,-3.4,99.0,-6.5,-4.4,-2.0,0.1,4.5
Cc1nnc(N2C(=O)c3oc4ccccc4c(=O)c3C2c2ccco2)s1 (stereo not given),-1.2,27.0,2.3,-1.0,103.0,x,4.6,-1.9,0.0,4.1
CNC(=O)C(NC(=O)CNC(=O)c1ccc(Cl)cc1)C(C)(C)C (stereo not given),-1.0,-1.2,12.9,2.6,101.0,3.1,8.5,-4.6,-0.2,-3.6
COCCCNC(=O)CCCn1c(=O)[nH]c2ccccc2c1=O,4.2,5.7,-3.2,-3.3,95.0,7.2,-1.2,-5.1,-0.1,1.6
CCC(C)c1ccc(NC(=S)Nc2ccc(OC)cc2)cc1 (stereo not given),1.5,-11.0,-5.9,6.1,97.0,-1.4,2.0,-3.5,0.1,-3.8
CCOc1ccc(C(=O)Nc2cccc(-c3nc4cccnc4o3)c2)cc1Cl,0.2,50.0*,12.5,3.7,92.0,-1.6,0.1,x,1.3,3.1
CCCn1c(SCC(=O)NC(=O)Nc2ccc(C)cc2C)n[nH]c1=O,2.0,0.9,1.4,-2.1,94.0,10.1,-0.3,-8.0,0.0,11.2
COc1ccc(-c2ccc3c(c2)c(Sc2ccccc2)c(-c2ccccc2)n3C)cc1,x,x,x,1.9,98.0,x,-4.7,-8.8,5.8,0.2
CCCCC1CCC(C(=O)NC2CCS(=O)(=O)C2)CC1 (stereo not given),-0.3,1.1,x,-0.4,92.0,14.0,2.2,-4.8,1.0,1.6
CCN(CC)S(=O)(=O)c1ccc2oc(C(=O)NCC3COc4ccccc4O3)c(C)c2c1 (stereo not given),-6.1,54.0*,-28.9,-5.3,93.0,4.6,0.4,-3.9,0.3,-2.4
O=C(NCCc1ccccc1)C1CCCN(c2cnccn2)C1 (stereo not given),-1.1,4.8,6.4,2.2,105.0,14.7,-7.0,-16.0,0.0,-0.4
Cc1c(C(=O)OC/C(O)=C(\C#N)c2nc3ccccc3[nH]2)oc2ccccc12,2.5,11.2,0.9,-0.1,103.0,-1.2,-1.8,-0.9,-0.1,-0.5
COc1cccc(Nc2ccc(Nc3cccc(OC)c3)nn2)c1,3.4,-9.8,4.5,-4.2,93.0,-2.1,4.5,-5.8,0.2,1.0
Cc1ccc(Cn2c(S(=O)(=O)O)nc3ccccc32)cc1,4.5,12.8,-0.6,-1.7,96.0,4.2,6.6,x,-0.3,4.3
CCN(CC)C(=O)c1cccc(NC(=O)c2cc(C3CC3)nc3c2cnn3C(C)C)c1,1.3,-2.0,7.0,-1.6,100.0,3.5,2.0,-12.1,0.2,-0.4
CCC(C)n1c(S(=O)(=O)O)nc2ccccc21 (stereo not given),0.9,-1.4,6.0,2.7,94.0,1.9,-2.1,-3.7,-0.2,1.5
O=C(NC(Cc1c[nH]c2ccccc12)C(=O)O)c1ccc(Br)cc1 (stereo not given),0.3,3.4,2.8,1.8,90.0,0.6,0.4,-4.9,-0.3,-1.2
COc1cc(CN(C(=S)NCC(=O)NC2CC2)C2CCCC2)cc(OC)c1OC,2.3,2.6,3.3,2.2,97.0,7.4,6.9,-2.5,0.0,-0.3
O=C(CSc1nc(C(F)(F)F)cc(=O)[nH]1)N1CCC(Cc2ccccc2)CC1,-1.9,-5.5,-16.2,-13.6,97.0,5.9,7.6,-6.5,-0.1,0.3
CCN(C(=O)COC(=O)CCNS(=O)(=O)c1ccccc1F)c1c(N)n(Cc2ccccc2)c(=O)[nH]c1=O,0.6,5.4,-4.1,-2.8,93.0,3.8,24.5,-5.9,-0.2,0.7
COc1ccc(Cc2nnc(SCC(=O)Nc3ccc(N4CCOCC4)cc3)n2C)cc1,-1.4,-5.2,u,4.1,93.0,-11.1,-10.1,-7.3,-0.1,0.3
CCc1ccc(N(CC(=O)NC2CC2)S(=O)(=O)c2ccc(C)cc2)cc1,-0.8,-0.8,-4.3,2.0,111.0,-7.1,29.5,x,-0.2,-0.5

# Copied from above (2 entries):
SMILES,Glyco luc inh,Cardio protect,Vif inh,HTR2A ag,ABCB6 inh MLPCN,PDI inh,Exocytosis inh,CaV13 FRET inh,aDG glyco up,hiPSC survival
COC(=O)CNC(=O)c1cc(OC)cc(OC)c1,0.4,-4.0,3.1,-3.4,98.0,-0.2,6.7,-6.7,0.4,0.2
CCC1(c2ccc(F)cc2)NC(=O)N(CC(=O)N2c3ccccc3NC(=O)C2(C)C)C1=O (stereo not given),-1.8,2.5,-0.3,-1.8,103.0,2.8,-4.3,-4.3,0.0,-0.1

# Continuation.
SMILES,Glyco luc inh,Cardio protect,Vif inh,HTR2A ag,ABCB6 inh MLPCN,PDI inh,Exocytosis inh,CaV13 FRET inh,aDG glyco up,hiPSC survival
CCCCCCCOc1ccc(C2CC(=O)N(C)C2=O)cc1 (stereo not given),-1.2,-9.1,2.1,-0.8,100.0,-6.1,-2.8,-2.0,0.1,-0.3
O=C1C(=O)N(c2ccccc2)C(c2ccccc2)C1c1ccccc1 (stereo not given),0.8,-9.5,-0.9,1.8,96.0,2.1,3.4,-5.8,-0.1,-0.4
Cc1ccc(S(=O)(=O)N(C)CC(=O)N2CCCC2)cc1,-1.4,-8.8,1.1,-1.9,93.0,14.0,0.3,x,-0.4,-1.0
O=c1c2cc(NC(=S)NCCN3CCCCCC3)ccc2nc2n1CCCCC2,-2.9,1.2,7.8,2.2,95.0,5.7,0.1,x,0.2,0.9
COc1ccc(OC)c2sc(N3CCN(C(=O)c4ccc([N+](=O)[O-])s4)CC3)nc12,3.6,6.1,-6.2,11.5,99.0,5.1,-1.3,-5.4,0.8,0.0
COC(=O)[C@]1(C)N[C@H](c2ccc(-c3cccc(Cl)c3)cc2)[C@@H]2C(=O)N(C)C(=O)[C@@H]21,1.0,6.3,3.4,-4.6,97.0,2.5,-9.5,-8.9,0.3,-0.6
CN(C1CCCC1)C1CCN(C(=O)CNC(=O)/C=C/c2ccc(F)cc2)CC1,5.8,2.8,-15.4,0.2,94.0,-6.4,0.2,-2.8,0.2,-1.3
CN1CCN(C(=O)/C(=C/c2ccc([N+](=O)[O-])cc2)NC(=O)c2ccccc2)CC1,3.7,-1.4,11.3,0.1,93.0,11.7,-11.8,-4.0,-0.1,0.3
COc1ccc(OC)c(NC(=O)C2CCCN(S(=O)(=O)c3ccc(-n4cnnn4)cc3)C2)c1 (stereo not given),-2.5,2.2,9.1,4.6,94.0,-3.3,4.2,-4.2,-0.3,-0.3
Cc1cc(-c2n[nH]c(=S)n2/N=C/C(Br)=C/c2ccccc2)n[nH]1,-8.2,-3.4,19.7,2.4,103.0,-2.6,u,-1.5,-0.4,-1.5
CCOC(=O)c1c(S(=O)(=O)NCC(=O)N2CCN(c3ccccc3)CC2)c(C)n(C)c1C,5.5,0.5,1.7,5.9,97.0,0.3,1.8,-14.0,0.6,-0.1
CCOC(=O)c1nnc(-c2ccccc2)nc1Oc1ccccc1Cl,4.6,-22.9,x,7.8,98.0,-1.8,34.8,0.6,-0.3,-0.4
COc1ccc(C(=O)/C=C/c2ccc(O)cc2)cc1,5.8,-11.0,6.8,-5.0,95.0,x,-2.6,x,0.2,-1.1
COc1ccc(N2CCN(C(=S)Nc3cc(C)ccc3C)CC2)cc1,-0.6,1.4,10.8,-0.4,96.0,10.1,1.0,-7.1,0.1,-3.1
COc1cccc(OC)c1C(=O)Nc1ccc(N2CCCCC2)cc1,-4.9,7.4,x,0.4,89.0,0.9,0.5,-4.9,-0.1,-1.2
COc1ccc(C2C3=C(CCCC3=O)N(CC(=O)O)C3=C2C(=O)CCC3)cc1,1.2,-0.3,-1.5,-7.5,i,0.6,-0.1,111.2*,0.0,-0.6
COc1cc2c(cc1OC)C(C)N(CCc1ccc(Cl)cc1)CC2 (stereo not given),3.3,-3.5,-0.9,-6.0,98.0,-1.8,62.1*,-2.7,0.0,-0.5
CCOc1ccccc1C(=O)Nc1cccc(-c2nnc(-c3ccccc3)o2)c1,-0.2,36.8,u,-0.9,94.0,-1.4,22.9,-7.9,-0.1,-3.8
CS(=O)(=O)N(CC(=O)NCc1ccc(Cl)cc1)C1CCCCC1,-1.6,-9.7,6.8,1.7,94.0,-0.4,-1.2,-4.2,0.0,3.9
CCN(C(=O)c1ccc(Br)cc1)c1ccccc1,-1.9,-4.6,0.9,-1.1,99.0,1.8,6.7,-3.8,-0.2,0.9
CC1=NN(c2ccccc2)C(=O)/C1=C/c1cc(C)n(C2CC2)c1C,-2.8,-2.7,4.0,3.3,99.0,-19.8,-6.0,-5.6,-0.5,-0.1
Cc1cc(C(=O)Nc2cc(S(C)(=O)=O)ccc2Cl)no1,0.1,1.2,3.9,5.5,98.0,2.8,-1.9,-4.1,0.0,-0.5
CCSc1nnc(NC(=O)c2cc(OC)c(OC)c(OC)c2)s1,1.7,1.2,-3.4,3.3,97.0,-7.9,1.9,-6.6,0.1,-1.1
COc1ccc(C2CC(=O)Oc3cc4c(cc32)OCO4)cc1 (stereo not given),-0.2,11.2,6.0,-1.3,101.0,-5.6,-1.5,-6.7,-0.1,-1.9
CCC(OC(=O)c1nsc(Cl)c1Cl)C(=O)NCCOC (stereo not given),0.8,3.6,1.7,2.6,93.0,-4.4,-7.0,-2.2,0.2,-0.9
CCOC(=O)c1ccc2ncc(C(=O)OCC)c(NCCN3CCOCC3)c2c1,0.8,4.7,-2.8,-1.4,94.0,16.5,9.5,-5.2,-0.1,0.3
Cc1ccc(S(=O)(=O)N2CCCC2CNC(=O)C(=O)NCc2ccccn2)cc1 (stereo not given),-0.9,1.7,-2.1,-3.7,99.0,-5.3,7.2,-3.3,0.1,-0.4
O=C1CC(c2ccccc2)n2ncnc2N1 (stereo not given),0.0,2.8,u,-0.1,103.0,0.4,-0.6,-4.3,-0.3,-3.2
CCCn1c(SCC(=O)NCc2ccco2)nnc1-c1ccncc1,1.4,0.3,5.2,0.3,104.0,0.5,-0.3,-5.5,0.2,5.8
